Screening results (PubChem)
MOR-DOR ag – agonists of human mu-delta opioid receptor heterodimerization. activation, % at 9.3 µM. cells, OPRM1-OPRD1 heterodimerization, luminescence. P35372+P41143. 0.3% of 340,000 active; in the data active = activation above about 18%;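 note: 0% = vehicle-treated cells and 100% = reference agonist; values of inactives mirror those of a sister screen read the other way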
Keap1 Nrf2 FP – inhibitors of human Keap1-Nrf2 protein-protein interaction. 0.15% of 340,000 active. inhibition, % at 9.4 µM. Keap1 Kelch-Nrf2 peptide fluorescence polarization, 1536-well; in the data active = inhibition above about 12%;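 note: human Keap1 Kelch domain with fluorescein labeled Nrf2 9mer peptide probe; 0% = neutral control wells and 100% = peptide positive control; higher means more block of Keap1 binding to Nrf2 peptide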
RTF Ca sens act – increases calcium sensitivity of human cardiac regulated thin filaments; IANBD-labeled TnC RTF fluorescence at EC20 calcium; 0% EC20 calcium, 100% full calcium; P19429+P45379; 0.24% of 340,000 active; activation, % at 7.2 µM;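 active = activation above the mean over all tested compounds plus 3 SD, cut at about 30% in these data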;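 note: rise in fluorescence read as greater calcium sensitivity of cardiac thin filaments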
Arr AP2 block – human beta-arrestin and AP2 interaction inhibition; FITC-arrestin peptide / GST-AP2 beads, flow cytometry; AP2 beta2 appendage carries R879A mutation; inhibition, % at 10 µM; 0.31% of 340,000 active; AID 504490;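 active = inhibition above a set limit, near 3 SD of compounds lacking own fluorescence, cut at about 54% in these data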;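 note: plate controls were DMSO wells for no effect and 5 µM unlabelled arrestin peptide for full effect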
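System: GST-AP2 R879A glutathione beads | Also added: FITC-arrestin peptide, 50 nM | Times: 12 min plus 1 h, RT | Signal: Bead flow cytometry, FITC channel | Buffer or medium: PBS with 0.05% Tween 20 and 0.1% BSA | Read-out basis: Percent drop in bead-associated FITC signal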
LANA DNA inh – KSHV C-LANA DNA binding inhibition; MBP-C-LANA/FAM-LBS DNA binding, fluorescence polarization; inhibition, % at 9 µM; 0.078% of 340,000 active;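 active = highest replicate inhibition at or above 60% at 9 µM, even if other replicates fall short; inactive = all replicates below 60% inhibition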;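 note: 0% = neutral control wells and 100% = 4 µM acridine orange control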
RTF Ca sens inh – cardiac RTF calcium desensitization. P19429+P45379. IANBD-labeled cardiac RTF, Ca2+ fluorescence. inhibition, % at 7.15 µM. 0.12% of 340,000 active. AID 493244;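 active = inhibition above the mean inhibition of all tested compounds plus 3 SD, cut at about 17% in these data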;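 note: assay run at fixed EC70 calcium of 1.6 mM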
Wnt bcat act – Wnt/beta-catenin pathway activation; Wnt/beta-catenin reporter cell assay, activator, plate reader; activation, % at 9.35 µM; 1.2% of 300,000 active; AID 743398; in the data active = activation above about 30%, passing the limit was not always enough;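 note: 0% = neutral control wells and 100% = positive control wells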
OPRM1-OPRD1 inv – inverse agonist of human OPRM1-OPRD1 heterodimerization; 0.21% of 340,000 active; cell-based MOR-DOR heterodimer luminescence, inverse agonism; inhibition, % at 9.3 µM; P35372+P41143; AID 504357; in the data active = inhibition above about 22%, passing the limit was not always enough;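 note: 0% = cells with DMSO and 100% = wells without cells with DMSO; values of inactives mirror those of a sister screen read the other way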
V-ATPase pHluor – regulators of yeast V-ATPase proton transport. 0.37% of 350,000 active. S. cerevisiae, pHLuorin cytosolic pH fluorescence. AID 504577. response, % at 10 µM; in the data active = response mostly above about 7.3%, no sharp cut-off; inactive = mostly below about 5.4%; note: actives read high; inactives centre near 0; some compounds called inactive have numbers as strong as hits; reference of the scale not given here
DSG3 Ab inh – inhibitors of pemphigus antibody binding to human desmoglein-3; P32926; DSG3-coupled beads, scFv-anti-DSG3-GFP binding, flow cytometry; stronger effect = lower value; binding (percent of control), % at 10 µM; 0.48% of 310,000 active; AID 588358;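 active = binding more than 3 SD below its plate's average and above zero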;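 note: hits lower antibody fragment binding to DSG3; some compounds called inactive have numbers as strong as hits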
Target sequence (P32926 whole entry, looked up, the tested form may be a part): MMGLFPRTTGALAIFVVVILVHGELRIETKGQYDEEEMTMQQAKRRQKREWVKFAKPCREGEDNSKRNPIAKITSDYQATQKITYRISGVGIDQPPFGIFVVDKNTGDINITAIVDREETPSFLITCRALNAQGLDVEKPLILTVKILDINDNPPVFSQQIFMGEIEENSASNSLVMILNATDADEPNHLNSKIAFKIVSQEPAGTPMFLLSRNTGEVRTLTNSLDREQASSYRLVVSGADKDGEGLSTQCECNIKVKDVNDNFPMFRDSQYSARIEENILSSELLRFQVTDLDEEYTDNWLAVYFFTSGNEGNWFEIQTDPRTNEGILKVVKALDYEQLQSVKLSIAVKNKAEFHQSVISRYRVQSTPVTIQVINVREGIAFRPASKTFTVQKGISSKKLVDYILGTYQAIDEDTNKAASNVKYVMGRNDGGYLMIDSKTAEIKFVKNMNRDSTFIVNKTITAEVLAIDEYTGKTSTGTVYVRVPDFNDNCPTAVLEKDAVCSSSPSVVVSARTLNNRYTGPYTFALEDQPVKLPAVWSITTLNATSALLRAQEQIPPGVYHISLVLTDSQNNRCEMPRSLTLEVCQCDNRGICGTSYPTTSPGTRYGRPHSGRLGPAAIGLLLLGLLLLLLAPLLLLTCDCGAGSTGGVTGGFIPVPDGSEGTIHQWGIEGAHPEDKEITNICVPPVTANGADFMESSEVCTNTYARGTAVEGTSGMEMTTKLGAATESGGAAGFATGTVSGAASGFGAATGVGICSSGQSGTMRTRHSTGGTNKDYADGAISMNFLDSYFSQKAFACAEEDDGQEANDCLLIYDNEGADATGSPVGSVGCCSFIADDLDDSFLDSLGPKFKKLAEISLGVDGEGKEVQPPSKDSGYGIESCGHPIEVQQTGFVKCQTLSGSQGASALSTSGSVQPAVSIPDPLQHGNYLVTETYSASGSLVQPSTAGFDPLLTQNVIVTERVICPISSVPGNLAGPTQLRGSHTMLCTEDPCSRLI
An asterisk follows results filed as active; . = not tested or not shown.

item	SMILES	MOR-DOR ag	Keap1 Nrf2 FP	RTF Ca sens act	Arr AP2 block	LANA DNA inh	RTF Ca sens inh	Wnt bcat act	OPRM1-OPRD1 inv	V-ATPase pHluor	DSG3 Ab inh
1	Cc1ccc(S(=O)(=O)N2CCCCC2)cc1C(=O)OC1CCCCC1=O (centres undefined)	-0.4	-5	3	-4	-0.8	-8	2	3	-2	.
2	COc1ccc(C2CC(c3cccs3)=NN2C(=O)COC(=O)c2cc3ccccc3cc2O)cc1OC (centres undefined)	-0.7	-2	-6	16	0.7	-3	-4	4	-4	108
3	c1ccc2[nH]c(SCc3cscn3)nc2c1	-2.9	-2	7	-1	0.4	-33	28	16	-4	102
4	COc1ccc(Cc2nnc(CCc3ccccc3)s2)cc1	2.0	-4	1	1	1.2	-5	0	-10	3	118
5	O=C(NC1CCS(=O)(=O)C1)c1ccc2c(c1)OCO2 (centres undefined)	1.1	0	6	-5	0.9	-6	-1	-7	-5	101
6	COc1ccc(CNc2nc(NC(C)=O)nn2-c2ccccc2)cc1	-0.9	-1	1	29	0.0	-3	-3	5	15	110
7	OCCC1CN(Cc2cn[nH]c2C2CCCCC2)CCN1Cc1ccccc1 (centres undefined)	2.5	-3	4	23	0.2	-4	0	-12	1	115
8	CC(=NNS(=O)(=O)c1cccc([N+](=O)[O-])c1)c1ccc(-n2ccnc2)cc1	-3.6	3	-1	-1	0.4	-5	0	14	-1	.
9	CCCCCCC[C@@H](C/C=C/CCC(=O)O)OC	-3.4	0	-2	10	0.7	-6	-1	16	1	95
10	Cc1cnc(CNC(=O)CC2C(=O)NCCN2Cc2ccccc2C(F)(F)F)cn1 (centres undefined)	-0.7	-6	8	5	2.1	-7	1	3	2	105
11	O=C(Cc1ccccc1)NNC(=O)c1ccc(Br)o1	-3.9	0	-3	-5	-0.5	-1	1	21	2	100
12	ON=C1c2ccccc2-c2ccc(Br)cc21	1.8	-3	0	-2	-1.0	-5	-1	-9	3	97
13	COc1cccc(C2=NOC(C(=O)NCc3cccs3)C2)c1 (centres undefined)	-2.7	4	-2	19	-1.0	-6	.	16	-1	.
14	COc1ccc(CC(=O)N/N=C(\C)c2ccc(Br)s2)cc1	-2.3	-1	-4	-10	-0.6	-8	-2	12	3	.
15	CC[C@]12c3[nH]c4ccc(Cl)cc4c3CCN1C(=O)[C@@H](CC(=O)NCc1cccc(C(F)(F)F)c1)C[C@@H]2C(=O)N1CCN(C(=O)C2CC2)CC1	-0.5	-3	-3	9	-0.9	-3	-1	3	-2	93
16	CCSc1oc(-c2ccco2)nc1S(=O)(=O)c1ccc(C)cc1	-1.5	-8	-8	0	-1.9	3	-12	8	-1	76
17	Cc1[nH]nc2c1C(c1ccoc1)C(C#N)=C(N)O2 (centres undefined)	0.1	-5	1	8	-0.8	-17	.	-1	4	.
18	O=C(N/N=C/c1cc2c(cc1Br)OCO2)C1COc2ccccc2O1 (centres undefined)	3.2	0	-2	13	0.4	-15	2	-16	-3	106
19	C=CCNC(=O)c1ccccc1NC(=O)c1ccccc1	0.0	-3	5	17	16	-15	2	0	-1	109
20	Cc1cccc(NC(=O)C(C)OC(=O)c2ccccc2NS(=O)(=O)c2cc(C)c(C)c([N+](=O)[O-])c2)c1 (centres undefined)	0.8	-2	-2	-2	-0.2	-11	-2	-4	2	.
21	S=c1[nH]nc(-c2ccco2)n1Cc1ccccc1	1.4	1	0	5	-1.4	1	-4	-9	0	.
22	CC1=C(C(=O)N2CCOCC2)C(c2ccc(-c3ccccc3)cc2)NC(=S)N1 (centres undefined)	-3.4	2	-4	-19	-0.4	-3	0	16	-3	100
23	CC(=O)c1cccc(NC(=O)CN(C)S(=O)(=O)c2ccccc2)c1	-2.5	-1	-2	0	0.7	7	2	13	0	99
24	COc1ccccc1NC(=O)CCCC(=O)OC(C)C(=O)c1ccccc1 (centres undefined)	1.4	-5	-1	-5	0.2	-1	0	-10	3	.
25	CCOC(=O)/C(C(N)=NC)=C(\O)c1ccccc1	-3.2	-3	2	0	-1.4	-2	.	14	4	93
26	O=C(C1CC1)N1CCc2cc(S(=O)(=O)NCCC3=CCCCC3)ccc21	-0.2	2	6	2	0.6	0	-1	1	-3	98
27	Cc1ccc(CNC(=O)CCS(=O)(=O)c2ccc(Br)s2)cc1	-0.4	-1	5	7	1.0	5	1	2	3	97
28	COc1cc(/C=N/OCC(=O)NC23CC4CC(CC(C4)C2)C3)ccc1OCc1ccccc1	3.4	-1	3	19	-0.1	8	6	-17	6	113
29	Cn1c(NCCN2CCCCC2)cc(=O)n(C)c1=O	-0.2	1	-4	-6	0.7	-4	.	1	-2	108
30	COc1ccc(NC(=S)N(C)CC2COc3ccccc3O2)cc1 (centres undefined)	-0.9	4	-3	4	-0.9	-7	0	4	2	106
31	Cn1cnc2cc(OC(=O)c3ccccc3)ccc21	-0.5	-2	-1	13	-1.6	-6	.	3	5	106
32	O=C(N/N=C/c1ccc([N+](=O)[O-])cc1)c1ccccc1OCc1ccccc1	-3.5	1	0	22	-0.2	-2	1	18	-5	106
33	O=C(CSc1ccc(-c2cccnc2)nn1)Nc1ccc(F)cc1	-0.4	-5	1	-15	-0.5	-2	13	2	5	118
34	COC(=O)c1cc2sc(Cl)cc2n1CC(=O)Nc1cccc(SC)c1	2.1	-4	5	13	0.5	-12	.	-12	-4	96
35	CC(C)Nc1nc(NNc2nc(Cl)nc(NC(C)(C)C)n2)nc(NC(C)C)n1	.	.	.	-18	.	.	-2	.	0	98
36	CCOC(=O)CSc1nnc(Cn2c(=O)sc3ccccc32)n1C	-0.8	0	3	1	-0.7	-9	-4	4	0	104
37	CN(C)c1nc(N(C)C)nc(N2CCCCC2)n1	-2.5	-2	0	29	0.5	0	.	11	-1	104
38	Cc1ccnc(NC(=O)c2ccc3[nH]c(=O)c(=O)[nH]c3c2)c1	-2.0	3	-5	-10	1.8	-4	1	10	0	98
39	Cc1c(NC(=O)C(C)OC(=O)c2ccc(NC(=O)CC#N)cc2)c(=O)n(-c2ccccc2)n1C (centres undefined)	-0.4	2	-10	-2	-0.6	-10	-1	3	0	97
40	Cc1ccc(C2C(C#N)=C(N)N(N(C)C)C3=C2C(=O)CCC3)cc1 (centres undefined)	-2.1	-2	-1	-8	1.1	-5	-4	13	2	104
41	COc1cc(CN2CCCCCC2)cc(OC)c1	-2.3	-6	-7	18	-0.2	-1	-1	11	3	101
42	CC(=O)c1ccc(NC(=S)Nc2cccc(Cl)c2C)cc1	-1.5	-5	5	-2	-2.5	-10	-2	7	1	93
43	CC(C)(CNC(=O)CNC(=O)c1ccc(Cl)cc1Cl)N1CCOCC1	-0.5	-2	9	2	-1.0	-8	-4	3	-2	115
44	CCOc1ccccc1/C=N/NC(=O)CNC(=O)c1ccc(S(=O)(=O)N2CCOCC2)cc1	-2.4	-2	-1	3	-0.7	-15	-1	13	1	115
45	O=c1c2ccccc2nc(-c2ccco2)n1CCc1ccc(O)cc1	-0.1	2	-5	-1	-0.3	-7	-2	0	1	106
46	COc1cccc(CNCC(O)(c2ccc(Cl)cc2)c2ccc(Cl)cc2)c1	4.8	-4	-3	1	0.7	3	.	-24	-3	105
47	COc1ccccc1NS(=O)(=O)c1cc(NC(=O)c2cccc(S(=O)(=O)N(C)C)c2)ccc1N1CCOCC1	-0.1	-8	-10	8	0.5	-10	.	0	-2	87
48	Cc1cccc(OC2CCN(Cc3c(C(=O)N4CCCC4)nc4ccccn34)CC2)c1	1.6	6	-7	12	-0.8	9	0	-12	2	113
49	CCCN(Cc1cc2ccccc2[nH]c1=O)C(=O)c1cccc([N+](=O)[O-])c1	-1.7	-4	-4	10	1.9	-1	1	9	1	103
50	COCCNC(=O)COC(=O)c1ccc(S(=O)(=O)N2CCOCC2)cc1	.	0	.	4	0.0	.	-1	.	0	.
51	Cc1ccc(OCC(=O)Nc2ccc(N3CCN(S(C)(=O)=O)CC3)cc2)cc1C	2.0	0	1	20	0.2	-4	-1	-10	-4	112
52	O=C1C2C(C(=O)N1CC1CCCO1)C1C=CC2C12CC2 (centres undefined)	2.0	0	-1	7	-1.7	-7	-4	-11	-1	121
53	Nc1c(C(=O)NCC2CCCO2)c2nc3ccccc3nc2n1-c1ccccc1 (centres undefined)	-1.7	0	-1	33	-1.4	-3	.	8	-2	111
54	Cc1ccc(-n2nc3c(c2NC(=O)c2ccc4c(c2)OCO4)CS(=O)(=O)C3)c(C)c1	-0.7	-5	2	7	1.2	-16	0	4	0	101
55	COc1ccc(Cl)cc1NS(=O)(=O)c1cc(Cl)ccc1OC	-1.0	-1	0	22	1.4	1	.	5	-9	97
56	CCC1Oc2ccc(C)cc2N(CC(=O)NCCCN2CCCCC2CC)C1=O (centres undefined)	-1.5	-7	5	4	-3.6	1	-6	8	0	105
57	CCOc1ccc(C(=O)Nc2ccc3c(c2)OCCO3)cc1[N+](=O)[O-]	.	-3	.	-12	-0.4	.	0	.	0	99
58	Oc1c(CN2CCOCC2)cc(-c2ccccc2)cc1CN1CCOCC1	-3.3	-4	2	2	-0.3	-7	.	18	2	91
59	COc1ccc(-c2nn3c(C4CCCCC4)nnc3s2)cc1OC	-0.1	-7	-6	2	-1.4	-1	.	0	-4	99
60	CCC1(CC)NC(=O)N(CC(=O)N2CCN(c3ccccc3F)CC2)C1=O	-2.4	-5	-1	-11	-0.1	-6	0	10	-2	95

Single records, as listed above. Values in the order: MOR-DOR ag, Keap1 Nrf2 FP, RTF Ca sens act, Arr AP2 block, LANA DNA inh, RTF Ca sens inh, Wnt bcat act, OPRM1-OPRD1 inv, V-ATPase pHluor, DSG3 Ab inh
Profile of COc1cc(CN2CCCCCC2)cc(OC)c1 → -2.3, -6, -7, 18, -0.2, -1, -1, 11, 3, 101
Profile of CCC1(CC)NC(=O)N(CC(=O)N2CCN(c3ccccc3F)CC2)C1=O → -2.4, -5, -1, -11, -0.1, -6, 0, 10, -2, 95

Following part
item	SMILES	MOR-DOR ag	Keap1 Nrf2 FP	RTF Ca sens act	Arr AP2 block	LANA DNA inh	RTF Ca sens inh	Wnt bcat act	OPRM1-OPRD1 inv	V-ATPase pHluor	DSG3 Ab inh
61	CC(C)(C)c1cc(C(=O)NCc2cc(F)cc3c2OCOC3)n(Cc2ccccc2)n1	5.6	-4	4	6	-0.4	-1	0	-28	3	.
62	NC1=NC(=O)/C(=C/c2ccc(-c3ccc(S(N)(=O)=O)cc3)o2)S1	-2.1	-4	7	21	6.3	-3	2	10	-2	115
63	CC12CCC(=O)N1C(C(=O)Nc1ccc(F)cc1)CS2 (centres undefined)	0.6	-4	2	-3	-1.5	-8	0	-2	-5	111
64	CCOC(=O)C1=C(C)C/C(=N\NC(=O)c2ccccc2O)CC1	-0.3	-4	2	0	1.9	3	-2	2	0	99
65	CC(C)[C@H](NC(N)=O)C(=O)Nc1ccc(F)c(Cl)c1	0.5	-1	10	-20	0.0	0	-1	-2	-3	124
66	COc1ccccc1NC(=O)C(C)NS(=O)(=O)c1ccc(F)cc1 (centres undefined)	-3.0	-4	3	1	-0.6	-8	-2	13	-2	.
67	CC(=O)c1cccc(NC(=S)N2CCN(S(=O)(=O)c3ccc(F)cc3)CC2)c1	0.3	-6	4	2	-1.6	4	25	-2	-2	108
